Bioassay records from PubChem.
Autophagy mod – modulators of autophagy; 190,000 tested, 0.98% active; AID 463193; MEF GFP-LC3 puncta imaging; test concentration mostly 10 µM; calls only at 10 µM (by protocol);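 active = percentage of spot-positive cells more than 3 SD above its plate mean, without a fluorescence outlier flag or 80% toxicity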;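 note: spot-positive cell cutoff set from DMSO-treated cells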
MT stabilizer – stabilizes microtubules in HeLa cells | HeLa tubulin immunostaining HCS, 24 h; share of cells brighter than vehicle mean+2SD | % tubulin-high responders, % at 10 µM | 200,000 tested, 0.83% active | AID 2205;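 active = plate Z-score above 3 for both tubulin-high and condensed-nucleus cell shares, with cell loss under 80%, at 10 µM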;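 note: anti alpha tubulin signal scored within the nucleus-defined area of each cell; some results filed as inactive read as strong as hits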
human PMI inhibition – MPI enzyme activity inhibition – biochemical, fluorescence intensity, coupled assay, primary screen (AID 1209); purified PMI enzyme, coupled fluorescence intensity; higher % means a stronger effect; one-dose inhibition, % at 20 µM; IC50 in µM for titrated hits; 190,000 tested, 0.42% active;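 note: plate controls were DMSO vehicle for no effect and wells lacking substrate for full effect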
b-catenin transl – modulators of beta-catenin nuclear translocation | HeLa beta-catenin nuclear translocation, immunofluorescence imaging | nuclear translocation activity, % at 5 µM | 190,000 tested, 0.3% active;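 active = nuclear translocation activity above 50% at 5 µM, with a well cell count of 50 or more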;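 note: per-cell ratio of nuclear to cytoplasmic median beta-catenin stain intensity; plate controls were DMSO negative control for no effect and GSK-3 inhibitor IX positive control for full effect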
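System: HeLa cells, endogenous beta-catenin; compound dosing: 5 µM primary single dose, 0.1% DMSO, 0.02–20 µM confirmation series; incubation: 24 h compound exposure at 37°C, 5% CO2; signal: beta-catenin immunofluorescence imaging with DAPI; evaluation: % activation, nuclear-to-cytoplasmic median beta-catenin signal ratio per cell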
TNAP activation fold – stimulation of alkaline phosphatase TNAP activity – biochemical, luminescent, no phosphate acceptor, uHTS, primary screen (AID 1001); purified TNAP, luminescent activation assay, no phosphate acceptor; higher activation fold means a stronger effect; one-dose activation fold at 20 µM; EC50 in µM for titrated hits; 200,000 tested, 0.03% active; in the data active = activation fold from about 3, or a potency from the dose series; inactive = the rest, 99 in 100 with activation fold below about 1.6; note: many of its hits are not listed in these tables
human PMI inhibitors – MPI inhibition at elevated mannose 6-phosphate – biochemical, fluorescence intensity, high mannose 6-phosphate, primary screen (AID 1220) | recombinant PMI enzyme, coupled fluorescence intensity; higher % means a stronger effect | inhibition, % at 20 µM, or IC50 in µM where a hit was titrated | 190,000 tested, 0.66% active
Lipid droplet – modulators of hepatic lipid droplet formation; AID 1656; AML12 mouse hepatocytes, oleate lipid droplets, BODIPY imaging; inhibition, % at 6.5 µM; 240,000 tested, 0.4% active;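 active = lipid droplet intensity inhibited by at least 50%, with more than 500 cells counted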
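System: AML12 hepatocytes (mouse). Probe or stimulus: oleic acid at 100 µM to induce lipid droplet formation. Times: overnight treatment with compound plus oleate. Detection: Image-based BODIPY and DAPI two-channel analysis. Evaluation: percent inhibition of filter-corrected integrated lipid droplet intensity per well.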
T cell modulator – T cell immune modulation candidate. 330,000 tested, 0.068% active. AID 2052. calls only at 7 µM. 2C CD8+ T cell-vesicle binding, flow cytometry; hits give low values;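 active = response, share of CD8 T cells binding vesicles, and their 90th percentile fluorescence all below set limits, cut at about 80% in these data, passing the limit was not always enough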
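Read-out – percent CD8+ FL2 mean versus row control · System – murine 2C transgenic CD8+ T lymphocytes · Times – 1.5 h cell–vesicle binding at 37 °C, then 20 min icy labelling · Control set – naked vesicles low, QL9 vesicles with vehicle high · Detection – cytometric PE anti-B7-1 and Alexa647 anti-CD8 signals after 1% paraformaldehyde fixation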
Insulin prom up – MIN6 insulin promoter up-regulation; MIN6 insulin promoter-GFP reporter, high-content imaging; hits give high values; z-score at 5 µM; 190,000 tested, 0.3% active;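 active = z-score above 3 at 5 µM with at least 500 cells counted in the well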
Insulin prom up cell count – further read-out of Insulin prom up, marked with its call; cell count; measured here: cytotoxicity, nuclei count;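 total cells summed across four imaged fields per well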
Lipid droplet cells 6.5 µM – second read-out of Lipid droplet, no call of its own (marks repeat the call); cell count; measured here: cell count, cytotoxicity flag;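 cells counted across two imaged fields per well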
b-catenin transl cell count 5 µM – second read-out of b-catenin transl, no call of its own (marks repeat the call); cell count; measured here: cell count, cytotoxicity flag
T cell modulator vesicle-bound % – also measured in T cell modulator; calls as there; double positive events, %; measured here: CD8+ vesicle-bound cell fraction;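 binding gate set so that unloaded-vesicle control wells show 10% double positive cells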
MT stabilizer Hoechst-high % – further read-out of MT stabilizer, marked with its call; % Hoechst-high responders; measured here: nuclear condensation Hoechst responders;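 share of cells brighter than vehicle mean plus two SD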
MT stabilizer cytotoxicity % – recorded beside MT stabilizer, whose call it bears; toxicity, %; measured here: cytotoxicity by cell density;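 0% = mean cell density of plate MIN control wells and 100% = no cells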
Autophagy mod cell loss 18 h – second read-out of Autophagy mod, no call of its own (marks repeat the call); toxicity, %; measured here: cell loss, nuclei count;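 cell loss after 18 h compound exposure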
Active calls of the source: *; i = inactive; nt = no result given; + = active, no number. Cut-off read from the data, not from the text of the source, unless noted: active = inhibition above about 50%; inactive = the rest.

structure,Autophagy mod,Autophagy mod cell loss 18 h,MT stabilizer,MT stabilizer Hoechst-high %,MT stabilizer cytotoxicity %,human PMI inhibition,b-catenin transl,b-catenin transl cell count 5 µM,TNAP activation fold,human PMI inhibitors,Lipid droplet,Lipid droplet cells 6.5 µM,T cell modulator,T cell modulator vesicle-bound %,Insulin prom up,Insulin prom up cell count
Cn1c(SCc2ccc(C#N)cc2)nnc1-c1cccc(Cl)c1,i,1,4.9,4.4,7.3,-7%,-0.1,987,1.1,-4%,nt,nt,i,33,-0.24,1246
CN(c1ccc(C(=O)Nc2cccc([N+](=O)[O-])c2)cc1)S(C)(=O)=O,i,28,3.2,2.9,3.9,-10%,-1.9,1123,1.1,-7%,13,772,i,10,0.1,1198
O=[N+]([O-])c1cccc(CNCc2ccccc2)c1,i,-1,5.1,2.4,4.8,4%,-2.0,923,1.1,4%,5,657,i,21,0.61,1595
O=S(=O)(/N=C(/Nc1ccc(F)cc1F)c1ccccc1)c1ccc(Br)cc1,i,5,2.9,2.2,9.2,4%,-0.3,1015,1.1,-8%,11,657,i,25,0.16,1552
COc1cc(C(=O)OCC(=O)NCCN2C(=O)CSC2=O)ccc1OCc1c(C)noc1C,i,32,9.3,1.0,0.3,-7%,-0.7,1139,1.3,-10%,8,686,i,24,-0.19,1182
CCCn1cc2c(c1-c1ccc(C)cc1)c(=O)n(C)c(=O)n2C,i,-7,2.6,1.3,5.1,5%,-1.7,1132,1.1,-1%,6,749,i,47,-1.8,1402
CCCNC(=O)Nc1ccc(C)cc1C,nt,nt,nt,nt,nt,nt,1.0,1307,nt,nt,-18,642,i,61,0.12,1003
Nc1ccccc1C(=O)/C=C/c1ccc2c(c1)OCO2,i,11,5.7,3.4,4.1,1%,nt,nt,1,3%,4,784,nt,nt,-0.08,1180
CCOC(=O)c1[nH]c2ccc(OC)cc2c1NC(=O)/C=C/c1ccc2c(c1)OCO2,i,14,5.2,1.3,3.5,-3%,1.5,1036,1.2,0%,25,606,i,33,0.17,1025
FC(F)(F)c1cccc(N2CCc3cn[nH]c32)c1,i,-4,2.7,1.2,6.2,22%,0.8,1000,1,18%,1,671,i,7,0.83,1954
COc1ccc(OCC(=O)Nc2ccc(N3CCOCC3)cc2)cc1,i,3,3.1,3.4,8.9,-1%,-2.2,967,1.2,22%,nt,nt,i,22,0.07,1268
O=C1CCC(C(=O)Nc2nnc(C3CC3)s2)=NN1,i,-4,3.3,2.8,3.0,3%,-1.7,1197,1.2,47%,6,718,i,21,0.27,1313
CC1(C)CC2(CCO1)OC(=O)CC2C(=O)Nc1ccccc1Cl (stereo not given),i,14,3.4,1.8,6.8,8%,0.1,1068,1.1,-2%,3,743,i,40,-1.1,1471
CC(C)NC(NC(=O)Cc1ccccc1)C(Cl)(Cl)Cl (stereo not given),i,-18,1.9,1.9,8.2,1%,0.7,1336,1.1,5%,nt,nt,i,17,0.17,1274
CSCC[C@H](NC(=O)NC1CCCC1)C(=O)O,nt,nt,nt,nt,nt,nt,-0.4,1299,nt,nt,0,714,i,24,0.21,1075
COc1cccc(C(=O)N2CCN(Cc3cn[nH]c3-c3ccc(F)cc3F)CC2)c1,i,22,2.0,1.0,0.3,4%,-2.9,1003,0.4,-1%,-7,705,i,19,-0.01,1512
COC(=O)CCC(=O)c1oc2ccc(Cl)cc2c1NC(=O)CCCN1C(=O)c2ccccc2C1=O,i,-6,2.2,2.5,7.3,-28%,nt,nt,1,-56%,nt,nt,i,42,nt,nt
COc1ccc(OC)c(S(=O)(=O)Nc2ccc3oc4c(c3c2)C(=O)CCC4)c1,i,-3,2.7,1.2,4.2,16%,-1.5,1058,1,17%,-15,643,i,18,0.62,1860
CCOc1ccc(C(C#N)N2CCOCC2)cc1OC (stereo not given),i,9,2.2,1.6,9.4,6%,5.5,1019,1,6%,2,790,i,26,nt,nt
O=[N+]([O-])c1ccc(N/N=C/c2ccc[nH]2)cc1,+,2.9*,2.3,0.8,5.6,-38%,0.9,921,0.7,-37%,7,393,i,55,nt,nt
Cc1nc(-c2ccccc2)sc1C(=O)/C=C/N(C)C,i,5,1.6,1.7,6.4,6%,-2.3,930,1,7%,0,689,i,52,1.4,1766
Cc1nc(OCc2ccccc2)c2ccccc2n1,i,6,2.3,2.2,7.6,4%,nt,nt,1,0%,nt,nt,i,17,nt,nt
Nc1nnc(COc2cccc(C(F)(F)F)c2)s1,i,-13,3.9,1.5,2.5,1%,-8.5,1064,1.1,8%,nt,nt,i,54,-0.17,1420
CC(C(=O)Nc1sccc1C(N)=O)N1C(=O)C2CC=CCC2C1=O (stereo not given),nt,nt,2.6,1.8,4.8,-6%,-4.4,808,1.1,2%,nt,nt,i,51,0.37,1268
C/C(=N\NC(=O)C1CC1)c1ccc2c(c1)OCCO2,i,4,2.6,3.8,0.7,-5%,-0.4,1085,1.1,-7%,10,704,i,50,0.09,1392

An excerpt of these results, with two lines to a compound:
Every second line gives: Autophagy mod	Autophagy mod cell loss 18 h	MT stabilizer	MT stabilizer Hoechst-high %	MT stabilizer cytotoxicity %	human PMI inhibition	b-catenin transl	b-catenin transl cell count 5 µM	TNAP activation fold	human PMI inhibitors	Lipid droplet	Lipid droplet cells 6.5 µM	T cell modulator	T cell modulator vesicle-bound %	Insulin prom up	Insulin prom up cell count
> O=[N+]([O-])c1ccc(N/N=C/c2ccc[nH]2)cc1
    +	2.9*	2.3	0.8	5.6	-38%	0.9	921	0.7	-37%	7	393	i	55	nt	nt
> Cc1nc(-c2ccccc2)sc1C(=O)/C=C/N(C)C
    i	5	1.6	1.7	6.4	6%	-2.3	930	1	7%	0	689	i	52	1.4	1766
> Cc1nc(OCc2ccccc2)c2ccccc2n1
    i	6	2.3	2.2	7.6	4%	nt	nt	1	0%	nt	nt	i	17	nt	nt
> Nc1nnc(COc2cccc(C(F)(F)F)c2)s1
    i	-13	3.9	1.5	2.5	1%	-8.5	1064	1.1	8%	nt	nt	i	54	-0.17	1420
> CC(C(=O)Nc1sccc1C(N)=O)N1C(=O)C2CC=CCC2C1=O (stereo not given)
    nt	nt	2.6	1.8	4.8	-6%	-4.4	808	1.1	2%	nt	nt	i	51	0.37	1268

Next section
structure,Autophagy mod,Autophagy mod cell loss 18 h,MT stabilizer,MT stabilizer Hoechst-high %,MT stabilizer cytotoxicity %,human PMI inhibition,b-catenin transl,b-catenin transl cell count 5 µM,TNAP activation fold,human PMI inhibitors,Lipid droplet,Lipid droplet cells 6.5 µM,T cell modulator,T cell modulator vesicle-bound %,Insulin prom up,Insulin prom up cell count
CCO[C@H]1OC(C(=O)NCc2ccccc2)=C[C@@H](c2ccc(Br)cc2)[C@@H]1CCCO,i,14,4.2,0.8,9.0,8%,-1.5,1105,1,2%,-10,732,i,37,nt,nt
CC1NC(=O)N(C)C2NC(=O)N(C)C(c3ccccc3)C12 (stereo not given),i,-12,3.0,2.5,10,-12%,-6.5,1043,1.1,-8%,nt,nt,i,10,0.88,1273
Cc1cccc(NC(=O)c2ccc(NS(=O)(=O)c3c(C)noc3C)cc2)c1,i,-7,2.1,2.4,3.5,14%,-2.6,1028,1.1,8%,nt,nt,i,54,-0.18,1522
COc1ccc2cc(C(=O)N3CCOCC3)sc(=O)c2c1OC,i,7,4.3,1.8,13,4%,-1.3,976,1.1,2%,nt,nt,i,42,0.14,1426
O=C(CSc1nnc(-c2cccnc2)n1Cc1ccco1)c1ccc2ccccc2c1,i,2,2.1,1.3,6.6,-6%,nt,nt,1.1,-5%,nt,nt,i,19,nt,nt
O=C(C1COc2ccccc2O1)N1CCn2c(nc3ccccc32)C1 (stereo not given),i,-11,6.7,1.8,1.8,-3%,nt,nt,1.1,-4%,nt,nt,i,23,0.03,882
COc1ccc(O[C@H]2C=C[C@@H](c3ccccc3)O[C@@H]2COC(=O)CC/C(C)=N/OC[C@@H](O)[C@H]2O[C@@H]3OC(C)(C)O[C@@H]3[C@H]2O)cc1,i,14,4.5,2.6,1.9,1%,nt,nt,1,3%,-3,728,i,14,0.22,1097
CCOC(=O)c1nn(-c2cccc(C)c2)c2nc(-c3ccccc3)c(C#N)c(=O)n12,i,-11,1.7,0.9,9.1,10%,-1.1,1131,1.1,-4%,16,745,i,14,0.26,1175
Cc1ccc(N=C2NC(=O)CS2)c(C)c1,i,-1,4.9,1.6,68,7%,-1.9,1128,1,5%,1,529,i,29,0.5,1860
CCOC(=O)C(NC(=O)Nc1ccc(F)cc1F)(Oc1ccc(F)cc1)C(F)(F)F (stereo not given),i,14,2.2,2.1,8.7,-1%,-1.0,521,1.1,8%,17,746,i,46,-0.04,1376
Cn1c(=O)c2c(nc(N/N=C/c3ccc(OC(=O)c4ccco4)cc3)n2Cc2ccccc2)n(C)c1=O,i,14,3.4,3.8,7.5,-9%,-1.6,560,nt,-2%,2,744,i,3,-0.34,1121
CCOC(=O)Nc1ccc2c(C)cc(=O)oc2c1,i,-3,3.0,2.8,3.9,10%,-0.9,1133,1.1,4%,9,664,i,36,-0.6,1766
COc1ccc(/C=C/C(O)=C2/C(=O)NC3(C)CC2c2ccccc2O3)c(OC)c1OC (stereo not given),i,3,2.8,2.8,2.6,-8%,nt,nt,1.1,-7%,23,786,i,51,-0.97,1180
COc1ccc(Cc2nnc(SC)[nH]c2=O)cc1OC,i,8,5.2,2.4,1.2,-28%,-6.7,968,1,-28%,nt,nt,i,35,1,1100
CCOc1ccc(/C=N/Nc2cc(=O)n(C)c(=O)n2C)cc1,i,30,2.2,2.4,3.2,10%,2.0,490,1.1,48%,16,613,i,44,-0.46,1093

No enrichment for hits; overall some 2.9% were active at least once.
